# High-throughput results (PubChem BioAssay)
# FLuc inh counter: inhibits firefly luciferase, flagging false hits in luciferase inhibition screens; ATPLite firefly luciferase biochemical luminescence, 10 min; P08659; hit rate 1.5% among 200,000; inhibition, % at 10 µM;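 active = inhibition above about 50% when tested at 10 µM, limit read from the data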
# Target sequence (P08659 whole entry, looked up): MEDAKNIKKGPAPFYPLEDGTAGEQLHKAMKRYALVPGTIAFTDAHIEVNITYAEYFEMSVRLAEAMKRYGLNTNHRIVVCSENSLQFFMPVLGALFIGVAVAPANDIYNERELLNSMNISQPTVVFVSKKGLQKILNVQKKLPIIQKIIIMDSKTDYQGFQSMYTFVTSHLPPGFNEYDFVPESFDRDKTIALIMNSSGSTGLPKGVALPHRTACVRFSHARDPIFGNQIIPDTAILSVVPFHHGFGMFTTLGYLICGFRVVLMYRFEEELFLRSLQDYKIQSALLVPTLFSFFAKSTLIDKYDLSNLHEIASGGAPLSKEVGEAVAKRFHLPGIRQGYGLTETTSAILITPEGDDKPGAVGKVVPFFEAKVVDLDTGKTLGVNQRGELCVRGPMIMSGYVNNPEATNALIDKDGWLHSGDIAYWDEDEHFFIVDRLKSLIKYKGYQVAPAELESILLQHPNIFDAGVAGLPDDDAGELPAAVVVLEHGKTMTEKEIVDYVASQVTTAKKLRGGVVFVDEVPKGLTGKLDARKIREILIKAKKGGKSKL
# NF-kB neuron act: NF-kB expression increase, human neuronal cells | NF-kB reporter expression; stronger effect = higher value | hit rate 1.6% among 190,000 | fold change at 12.5 µM | AID 1239; in the data active = fold change above about 3.3
# Hsp70 act: Hsp70 transcriptional activation, primary screen; HeLa Hsp70 promoter luciferase reporter, luminescence; scaled: vehicle 0, proteasome-inhibitor control 100%; activation, % at 10 µM; hit rate 0.04% among 200,000; AID 1203;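 active = activation above the mean across all tested compounds plus 3 SD, cutoff set per campaign, cut at about 5.5% in these data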;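 also: 100% = MG132 at 30 µM as the positive control and 0% = DMSO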
# STAT3 blocker: inhibitors of IL-6 induced STAT3 signaling. hit rate 0.89% among 190,000. U3A cells, IL-6 STAT3-luciferase reporter, luminescence; host cell line lacks STAT1. inhibition, % at 5.5 µM;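 active = inhibition above the mean inhibition across all screened compounds plus 3 SD, cut at about 44% in these data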;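 also: 0% = DMSO only wells and 100% = 100 µM nifuroxazide control wells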
# APP 5'UTR act: APP 5'UTR luciferase reporter activation; SH-SY5Y APP 5'UTR luciferase reporter, luminescence; zero percent = DMSO vehicle wells; activation, % at 2 µM; hit rate 1% among 190,000; AID 1276;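 active = activation above a set limit, based on mean plus 3 SD of controls, cut at about 140% in these data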; also: values of inactives mirror those of a sister screen read the other way
# APP transl inh: APP translation inhibition; SH-SY5Y APP 5'UTR-luciferase reporter, luminescence; inhibition, % at 2 µM; hit rate 0.82% among 190,000;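 active = inhibition above a set limit, derived from the sample mean plus 3 SD, cut at about 45% in these data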; also: values of inactives mirror those of a sister screen read the other way
# STAT1 blocker: inhibitors of IFN-gamma induced STAT1 signaling; inhibition, % at 5.5 µM; NIH 3T3 STAT1-luciferase reporter, luminescence; hit rate 0.35% among 200,000;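 active = inhibition above a set limit, the mean inhibition across all tested compounds plus 3 SD, cut at about 34% in these data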;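 also: 0% = IFN-gamma with DMSO and 100% = IFN-gamma with 300 µM nifuroxazide; values of inactives mirror those of a sister screen read the other way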
# RAM network inh: inhibitors of the yeast RAM network. S. cerevisiae dse1pr::URA3 reporter, 5-FOA growth OD615, 2 d; analog-sensitive cbk1-as2 kinase mutant strain. inhibition, % at 50 µM. hit rate 1.8% among 190,000. AID 868;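 active = inhibition above a set limit, 3 SD over mean compound inhibition, cut at about 8.4% in these data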;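 also: 0% = DMSO-only wells with no growth and 100% = 10 µM 1-NA-PP1 full growth; inhibition rescues growth on 5-FOA so higher OD means more RAM inhibition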
# STAT3 act: activators of IL-6 induced STAT3 signaling; U3A cells, IL-6 STAT3-luciferase reporter, luminescence; 100% = signal with IL-6 EC80 alone; hit rate 0.91% among 190,000; activation (% of control), % at 5.6 µM; AID 871;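 active = activation above the screen-wide mean of compound activation plus 3 SD, cut at about 130% in these data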;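 also: 0% = background luminescence of wells with medium and substrate only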
#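 Material: STAT3-luciferase reporter U3A cells. Controls: IL-6-treated wells, 100% activation. Read-out: % activation versus median of IL-6-stimulated wells. Probe or stimulus: IL-6 stimulus at 33 ng/mL final. Timing: compound 1 h, then IL-6 6 h at 37 °C. Signal: reporter luminescence signal.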
# STAT1 act: increases IFN-gamma driven STAT1 reporter signal; NIH 3T3 STAT1-luciferase reporter, luminescence; 100% = IFN-gamma alone, no compound; activation (% of control), % at 5.5 µM; hit rate 2.6% among 200,000; AID 932;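 active = activation above the screen-wide mean activation plus 3 SD, cut at about 130% in these data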;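 also: raw ratio to IFN-gamma control signal so 100% means no change and 0% no light; values of inactives mirror those of a sister screen read the other way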
# Active calls of the source: *.
SMILES,FLuc inh counter,NF-kB neuron act,Hsp70 act,STAT3 blocker,APP 5'UTR act,APP transl inh,STAT1 blocker,RAM network inh,STAT3 act,STAT1 act
COC(=O)c1ccccc1NC(=O)c1cccc(NC(=O)CSCc2ccccc2)c1C,-4,1,-0.2,6,-11,11,3,5.2,103,96
O=C(Nc1cnc2ccccn2c1=O)c1ccc(F)cc1,4,2,0.1,1,51,-51,-27,0.1,99,125
O=C(O)C1CCCN1S(=O)(=O)c1ccc2c(c1)CCC2 (stereo not drawn),-7,0.57,0.2,0,-10,10,3,0.9,105,97
Cc1ccc(NC(=O)N2CCCc3ccccc32)cc1,7,1.4,-0.3,13,15,-15,-8,0.5,92,105
O=C(c1cccc(-n2cnnn2)c1)N1CC=C(c2ccccc2)CC1,-3,1.3,0.1,8,12,-12,-8,1.4,96,107
CCOC(=O)COc1ccc(S(=O)(=O)N2CCN(c3ccccc3)CC2)cc1,-6,1.1,-0.4,-2,8,-8,1,1.6,104,100
CCCn1nc(Oc2nc(NC(C)C)nc(N(C)C)n2)ccc1=O,-7,1.4,-0.3,14,-8,8,12,1.0,90,87
Cc1cccc(C)c1OCc1nnc2c3cnn(C)c3ncn12,0,1.3,0.5,22,22,-22,4,0.9,84,96
CCC1(C)Cc2c(sc(NC(=O)CCC(=O)O)c2C#N)CO1 (stereo not drawn),-10,1.2,-0.4,-3,0,0,-1,-0.1,105,101
Cc1cc(C)cc(OCC(=O)N2N=C(c3cccnc3)CC2(O)C(F)(F)F)c1 (stereo not drawn),-2,1.2,-0.5,6,33,-33,-2,0.4,98,101
Cn1c(CN2CCCCC2)nc2cc(NS(=O)(=O)c3ccc(Cl)cc3)ccc21,-1,1.1,-0.4,6,16,-16,9,0.2,99,92
CC(NC(=O)CSc1nnc(CC(=O)Nc2ccc(Cl)c(Cl)c2)n1C)c1ccccc1 (stereo not drawn),2,1.2,-0.2,-20,-17,17,7,0.8,118,94
COc1ccc2c(c1)[nH]c1c(=O)n(CCc3cnc[nH]3)cnc12,-3,0.93,-0.1,-32,12,-12,12,-0.3,131,89
CCN(c1ccccc1)S(=O)(=O)c1ccc(NCC2COc3ccccc3O2)nc1 (stereo not drawn),-2,0.68,0.4,2,-3,3,0,13*,105,100
Cc1ccc(S(=O)(=O)c2c(CO)c(-c3ccccc3)nn2C)cc1,-8,1,-0.3,13,-25,25,11,14*,92,89
CCOc1ccc(N(C(=O)C2CCCO2)C2C=CS(=O)(=O)C2)cc1 (stereo not drawn),-6,1.1,-0.3,1,28,-28,1,1.9,105,99
N#Cc1nc(-c2ccco2)oc1NCCCn1ccnc1,-2,0.82,-0.1,-2,-3,3,1,1.9,105,99
Cc1onc(-c2ccccc2)c1C(=O)N/N=C(\N)COc1ccc(Cl)cc1,-7,0.85,-0.4,12,3,-3,4,1.5,98,97
COc1ccc(-c2[nH]ncc2CN2CCC(C(=O)N3CCOCC3)CC2)c(F)c1,-1,1.4,-0.2,-1,-9,9,-8,2.0,104,106
CC(CN1CCCCC1)OC(=O)C1c2ccccc2Oc2ccccc21 (stereo not drawn),-3,1.1,-0.3,-10,-7,7,0,1.0,109,100
CC(C)CC(=O)NC(=S)Nc1ccc(NC(=O)c2cccs2)cc1,-5,0.92,-0.2,10,12,-12,3,3.5,95,97
N#CC(c1ccc(F)cc1)c1ccc(C(=O)c2ccc(F)cc2)cc1 (stereo not drawn),-5,1.1,-0.2,23,17,-16,10,6.8,84,91
Cc1[nH][nH]c(=O)c1N=Nc1ccccc1,-4,1.7,-0.3,6,0,0,-3,3.0,93,102
Cc1cc(NS(=O)(=O)c2ccc(NC(=O)CSc3nnc(-c4ccco4)n3Cc3ccco3)cc2)nc(C)n1,-1,1,-0.3,-2,4,-4,-3,3.5,105,102
COc1cc(/C=C/C(=O)Nc2nnc(CC(C)(C)C)s2)cc(OC)c1OC,-2,1,-0.2,0,11,-11,-2,4.3,102,101
# Further compounds:
SMILES,FLuc inh counter,NF-kB neuron act,Hsp70 act,STAT3 blocker,APP 5'UTR act,APP transl inh,STAT1 blocker,RAM network inh,STAT3 act,STAT1 act
O=C(O)C1C2C=CC(O2)C1C(=O)Nc1ccc(S(=O)(=O)Nc2ccccc2)cc1 (stereo not drawn),-2,1.3,-0.2,-6,5,-5,-2,2.5,106,102
Cc1cccc(NC(=O)CN2C(=O)COc3ccc(Cl)cc32)c1C,-6,1.1,-0.5,4,10,-10,2,6.4,100,98
CCn1cc(C(=O)NC(C)C23CC4CC(CC(C4)C2)C3)cn1 (stereo not drawn),-10,1,-0.2,4,-10,10,-4,-0.1,97,104
CC(C)CC(=O)NC(=S)Nc1ccc(S(=O)(=O)N2CCCC2)cc1,-9,1,-0.3,-5,2,-2,0,-1.3,110,98
CCOCCCNC(=S)NCCCNc1nc2ccc(C)cc2cc1C#N,-5,0.99,0.3,6,27,-27,0,2.4,97,99
CS(=O)(=O)c1ccc2nc(NC(=O)CS(=O)(=O)Cc3ccccc3)sc2c1,13,1.2,-0.1,2,-3,3,-7,5.5,100,107
COc1ccccc1NC(=O)C(O)C(O)C(=O)Nc1ccccc1OC (stereo not drawn),-3,1,-0.1,13,-20,20,1,4.3,92,99
COc1ccc(Cl)cc1C(=O)NNC(=O)C1COc2ccccc2O1 (stereo not drawn),-5,0.99,0.1,11,9,-9,-1,0.1,98,99
O=C1CC(N2CCN(C/C=C/c3ccccc3)CC2)C(=O)N1Cc1ccc(N2CCCC2=O)cc1 (stereo not drawn),-9,0.79,-0.3,18,-8,8,0,1.1,87,100
Cc1nn(C)c(Oc2cccc(Cl)c2)c1C#N,-4,1,-0.1,10,8,-8,2,4.1,98,97
Cc1nn(Cc2ccc(C(=O)NC3CCCCC3)o2)c(C)c1Br,-8,0.86,-0.2,-7,13,-13,1,-1.6,109,99
CC(C(=O)Nc1ccccc1-c1ccccc1)N1CCCCC1 (stereo not drawn),-2,0.83,-0.4,1,-17,17,3,0.3,102,97
CN(C)S(=O)(=O)c1cccc(C(=O)NCc2ccco2)c1,-9,0.94,-0.3,7,2,-2,3,-0.8,96,98
CC(=O)Oc1ccc2c(=O)c(N3C(=O)c4ccccc4C3=O)c(C)oc2c1,5,1,-0.1,-4,-5,5,9,0.5,101,92
COc1ccc(-c2csc3ncn(-c4cccc(C)c4)c(=O)c23)cc1OC,1,0.86,0.1,6,-23,23,2,0.7,100,98
CCNCc1nc2cc(Cl)ccc2c(=O)[nH]1,-4,1.1,-0.1,11,-1,1,3,3.4,93,96
O=C(Nc1cc(S(=O)(=O)Nc2ccccc2Cl)ccc1O)c1sc2cc(Cl)ccc2c1Cl,0,0.99,-0.3,3,0,0,-8,2.7,101,106
NC(=O)[C@@H]1CCCN1Cc1nc(-c2ccc(C(F)(F)F)cc2)no1,-2,0.98,-0.4,24,-15,15,7,0.7,83,93
COc1ccc(N2CCN(Cc3nc4ccccc4n3C)CC2)cc1,-5,1,-0.2,-18,5,-5,0,3.5,119,100
O=C(COn1nnc2ccc(Cl)cc21)NCc1ccccc1,-8,1.1,-0.2,4,-1,1,-11,1.4,101,110
Cc1cc(C(=O)Nc2sc3c(c2C#N)CCC(C(C)(C)C)C3)no1 (stereo not drawn),3,1.1,0.0,-5,4,-4,-6,3.4,108,105
N#CC1=C2SCC(O)(c3ccccc3)N2C(=O)CC1c1ccccc1F (stereo not drawn),-5,1.1,0.1,37,3,-3,13,1.0,72,88
COc1ccc(-c2nnn(CC(=O)N(CC(=O)NC3CCCC3)Cc3ccco3)n2)cc1OC,-4,0.87,-0.4,1,-3,3,3,2.5,104,97
CCC(=O)N1CCCc2cc(S(=O)(=O)N3CCN(c4ccccc4F)CC3)ccc21,-8,0.74,-0.2,53*,11,-11,21,0.9,62,81
CC(C)(C)/C(O)=C/c1nc2ccccc2[nH]c1=O,3,1.5,-0.3,2,13,-13,3,3.0,101,97
# Other records follow:
SMILES,FLuc inh counter,NF-kB neuron act,Hsp70 act,STAT3 blocker,APP 5'UTR act,APP transl inh,STAT1 blocker,RAM network inh,STAT3 act,STAT1 act
CCCCNC(=O)CNC(=S)N(Cc1ccc(C)cc1)Cc1ccco1,2,1.2,0.0,3,5,-5,3,1.2,104,97
COc1cc(O)c(CCC(=O)c2cc(OC)c(OC)c(OC)c2)c(OC)c1,-6,0.75,-0.6,8,9,-9,-10,0.4,96,109
CC(O)C(=O)N/N=C/c1cccc2ccccc12 (stereo not drawn),3,1.2,-0.1,-3,-2,2,-5,0.0,101,105
O=C(NCCSc1c[nH]c2ccccc12)C1CC1,-8,1.2,-0.1,2,-12,12,-1,1.3,106,101
COC(=O)C(C(=O)Nc1cccc(Cl)c1C)C1CCCC1 (stereo not drawn),0,1.2,0.2,0,-7,8,-6,1.9,107,106
O=c1[nH]c(Cc2cccs2)nc2ccccc12,-2,1.1,-0.1,-12,12,-12,5,2.3,115,95
CCOC(=O)N1CCC(NC(=O)c2cc(C(=O)NC3CCN(Cc4ccccc4)CC3)ccc2CO)CC1,5,0.98,0.4,17,-3,3,5,0.7,95,95
Cc1nnc(NC(=O)CSc2nc(C3CCCCC3)nc3ccccc23)s1,-5,1.1,-0.1,-3,-7,7,3,5.5,104,97
CCCCNC1=C(Br)C(=O)CC(C)(C)C1,-8,0.97,-0.3,2,6,-6,5,0.0,102,95
CC1=C(C)CC(C(=O)Nc2nc(-c3ccc(F)cc3)c(C)s2)C(C(=O)O)C1 (stereo not drawn),-2,0.97,-0.3,1,11,-11,0,2.0,97,102
Cc1ccccc1N1CCN(C(=O)c2ccccc2NC(=O)/C=C\C(=O)O)CC1,-3,1.2,-0.3,11,26,-26,-5,0.4,99,102
Cc1cccc(OCC(=O)Nc2cc(S(=O)(=O)N3CCCCC3)ccc2N2CCN(C)CC2)c1,-1,1.1,-0.2,-22,5,-5,-5,0.7,117,104
Cc1ccc(C)c(OCC(O)CN2CCC(C)CC2)c1C (stereo not drawn),-6,1.3,-0.3,2,1,-1,-8,0.1,102,107
CC(NC(=O)c1nn(C)c(=O)c2ccccc12)c1ccc(F)cc1 (stereo not drawn),-5,0.69,-0.2,-2,7,-7,8,1.8,106,92
O=C(c1cccc2ccccc12)N1CCN(c2ccc([N+](=O)[O-])c(N3CCOCC3)c2)CC1,-5,0.53,0.0,7,5,-5,0,5.9,94,100
O=C(COc1ccccc1)N1CCN(c2ncnc3c2cnn3-c2ccccc2)CC1,3,0.44,0.0,6,7,-7,6,0.6,98,95
CCCn1nnnc1SCC(=O)NCc1cccs1,-5,1.3,-0.2,8,-4,4,3,1.2,95,97

# Reformatted with tabs: part of the list above.
SMILES	FLuc inh counter	NF-kB neuron act	Hsp70 act	STAT3 blocker	APP 5'UTR act	APP transl inh	STAT1 blocker	RAM network inh	STAT3 act	STAT1 act
O=c1[nH]c(Cc2cccs2)nc2ccccc12	-2	1.1	-0.1	-12	12	-12	5	2.3	115	95
CCOC(=O)N1CCC(NC(=O)c2cc(C(=O)NC3CCN(Cc4ccccc4)CC3)ccc2CO)CC1	5	0.98	0.4	17	-3	3	5	0.7	95	95

# A few values from the entries so far.
# In APP transl inh, O=c1[nH]c(Cc2cccs2)nc2ccccc12 has -12
# In NF-kB neuron act, Cc1nnc(NC(=O)CSc2nc(C3CCCCC3)nc3ccccc23)s1 has 1.1
# In STAT3 blocker, CC(O)C(=O)N/N=C/c1cccc2ccccc12 (stereo not drawn) has -3
# In STAT1 act, CCCn1nnnc1SCC(=O)NCc1cccs1 has 97
